Screening results (PubChem BioAssay)
TexasRed fluor: Total Fluorescence Counterscreen for Inhibitors of the Interaction of Thyroid Hormone Receptor and Steroid Receptor Coregulator 2 | actives 0.29% (n = 280,000) | AID 1479, 2009 | TRb/SRC2 Texas Red total fluorescence interference | Potency, µM (highest dose often 106 µM), without a hit: at the top dose fluorescence change, negative = quenching; active means well fitted curve in either direction with a large enough effect; inconclusive means small, poorly fitted or top-dose-only effect; further: on the % scale 0 is the no-effect control and ±100 the full control effect
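Human TRb ligand-binding domain at 0.6 uM with 20 nM Texas Red SRC2 peptide in Tris buffer containing 1 uM T3 and 5% DMSO, incubated with compound 5 h at ambient temperature. Total fluorescence (555/632 nm) calculated as parallel + 2 × perpendicular.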
TRb SRC2 PPI: qHTS for Inhibitors of the Interaction of Thyroid Hormone Receptor and Steroid Receptor Coregulator 2; TRbeta-SRC2 peptide binding, fluorescence polarization; receptor liganded with 1 µM T3; Potency, µM (series often up to 106 µM), for inactives: at the highest dose activity change, negative = inhibition, actives largely listed as inhibitors; actives 0.065% (n = 280,000);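 further: plate controls were bound peptide for no effect and peptide without receptor for full effect; nearly all actives have a fitted effect of over 50% in size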
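A fluorescence polarization screen tested compounds at multiple concentrations against complex formation between 0.6 uM TRb ligand-binding domain and 20 nM Texas Red SRC2 peptide, with 1 uM T3 present; readout after 5 hr.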
ALDH1A1 inh: qHTS Assay for Inhibitors of Aldehyde Dehydrogenase 1 (ALDH1A1). AID 1030, 2008. Aldehyde dehydrogenase 1A1 (Homo sapiens), P00352. Potency, µM (top dose mostly 75.3 µM), for the others: top-dose activity, negative = inhibition, usual class: inhibitors. actives 7.3% (n = 220,000). Purified ALDH1A1, NADH fluorescence, propionaldehyde substrate; active means well fitted inhibition curve with a large enough effect, not every such curve was filed as active; inconclusive means small, poorly fitted or top-dose-only effect, or another doubt; inactive means no such curve, though single readings can be large or run the other way;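 further: plate controls were no enzyme wells and a reference inhibitor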
SMN2 splice up: qHTS Assay for Enhancers of SMN2 Splice Variant Expression | HEK293 SMN2-luciferase splicing reporter, luminescence, 30-36 h | Potency, µM (top dose mostly 46.1 µM), for the others: top-dose activity change, positive = activation, usual class: activators | actives 2.8% (n = 210,000); further: % of control where 0% means no effect; nearly all actives have a fitted effect of over 55% in size
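HEK293 cells carry an SMN2 minigene-luciferase reporter in which exon 7 inclusion puts luciferase in frame. Cells were seeded at 2000 cells/well, attached for 10-12 hours, then exposed to compounds for 30-36 hours at 37C before ONE-Glo luminescence.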
JMJD2E inh: qHTS Assay for Inhibitors of Human Jumonji Domain Containing 2E (JMJD2E); JMJD2E catalytic domain, FDH-coupled NADH fluorescence (FDH is formaldehyde dehydrogenase); Potency, µM (doses to about 57.1 µM), for the others: at the highest dose activity change, negative = inhibition, most hits filed as inhibitors; actives 1.6% (n = 230,000); active means well fitted inhibition curve with a large enough effect, not every such curve was filed as active; inconclusive means small, poorly fitted or top-dose-only effect, or another doubt; inactive means no such curve, though single readings can be large or run the other way;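 further: 0% = wells with enzyme and -100% = buffer wells without enzyme; nearly all actives have a fitted effect of over 50% in size; many of its hits are not listed in these tables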
Target sequence (B2RXH2 1-337 limits assumed): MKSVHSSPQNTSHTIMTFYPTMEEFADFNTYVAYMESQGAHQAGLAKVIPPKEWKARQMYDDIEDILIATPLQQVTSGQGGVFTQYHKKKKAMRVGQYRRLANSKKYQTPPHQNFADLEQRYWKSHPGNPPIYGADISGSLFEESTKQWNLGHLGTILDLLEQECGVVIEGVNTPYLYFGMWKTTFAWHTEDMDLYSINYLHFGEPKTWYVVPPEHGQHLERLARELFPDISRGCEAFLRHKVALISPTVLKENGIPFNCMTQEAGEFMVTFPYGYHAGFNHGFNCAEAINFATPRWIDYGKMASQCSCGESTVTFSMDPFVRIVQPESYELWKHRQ
Lamin A splicing: qHTS Assay for Modulators of Lamin A Splicing | HeLa LMNA splicing GFP/RFP minigene ratio, 48 h | Potency, µM (top dose mostly 46.1 µM), inactives show at the top dose ratio change, negative = inhibition, hits mostly inhibitors | actives 0.01% (n = 200,000); active means well fitted inhibition curve with a large enough effect in the signal ratio, with a control signal flat, not every such curve was filed as active; inconclusive means small, poorly fitted or top-dose-only effect, or effect the other way, or a change in a side signal; the % refers to the signal ratio; further: on the % scale 0 is the no-effect control and ±100 the full control effect
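S3 HeLa stable clones carrying a lamin A-EGFP splicing minigene plus DsRed2 were seeded at 600 cells/well in Opti-MEM with 2% FBS, pin-dosed and incubated 48 h at 37°C. Acumen cytometry (488 nm) gave the GFP/RFP total-intensity ratio.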
RECQ1 helicase: qHTS Assay for Inhibitors of RecQ-Like Dna Helicase 1 (RECQ1) | actives 0.54% (n = 240,000) | ATP-dependent DNA helicase Q1 (Homo sapiens), P46063 | RECQ1 DNA unwinding, red fluorescence kinetic read | Potency, µM (top dose mostly 57.3 µM), for inactives: at the highest dose activity, negative = inhibition, actives largely listed as inhibitors;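 further: plate controls were vehicle for no effect and no enzyme for full effect; nearly all actives have a fitted effect of over 30% in size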
Target sequence (P46063 whole entry, looked up): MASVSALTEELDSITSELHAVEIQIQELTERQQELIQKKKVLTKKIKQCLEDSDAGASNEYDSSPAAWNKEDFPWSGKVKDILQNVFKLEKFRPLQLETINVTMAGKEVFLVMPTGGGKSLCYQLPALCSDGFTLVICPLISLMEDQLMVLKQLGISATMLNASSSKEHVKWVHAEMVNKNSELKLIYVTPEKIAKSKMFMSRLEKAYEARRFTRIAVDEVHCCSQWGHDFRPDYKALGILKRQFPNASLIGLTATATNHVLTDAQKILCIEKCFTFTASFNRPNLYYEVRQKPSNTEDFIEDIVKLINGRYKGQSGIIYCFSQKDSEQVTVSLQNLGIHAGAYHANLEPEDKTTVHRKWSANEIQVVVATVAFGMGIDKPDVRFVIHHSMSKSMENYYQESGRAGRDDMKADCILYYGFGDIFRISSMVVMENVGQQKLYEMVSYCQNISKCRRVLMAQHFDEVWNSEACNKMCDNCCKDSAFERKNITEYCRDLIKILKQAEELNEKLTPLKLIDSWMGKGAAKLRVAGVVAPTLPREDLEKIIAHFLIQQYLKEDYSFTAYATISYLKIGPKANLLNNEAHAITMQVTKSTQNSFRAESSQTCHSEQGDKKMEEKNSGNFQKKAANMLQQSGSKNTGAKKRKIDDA
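RECQ1T1 50 nM; forked duplex (20 bp + 30-nt ss tails) 200 nM, ATP 2 mM final; pH 8.0, 2 mM MgCl2, 2.5 ug/ml poly(dI-dC); 15 min compound preincubation; discontinuous kinetic read over 2 h at RT.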
GoLoco inh red: qHTS Assay for Inhibitors of RGS12 GoLoco Motif Activity (Red Fluorophore). Gai1:RGS12 GoLoco peptide FP, rhodamine, 10 min. AID 880, 2007. actives 0.44% (n = 230,000). Potency, µM (top dose mostly 61.6 µM), for inactives: at the top dose activity, negative = inhibition, usual class: inhibitors; active means well fitted inhibition curve with a large enough effect, not every such curve was filed as active; inactive means no such curve, though single readings can be large or run the other way; further: on the % scale 0 is the no-effect control and ±100 the full control effect; nearly all actives have a fitted effect of over 30% in size; many of its hits are not listed in these tables
Active calls of the source: *; i = inactive; ? = inconclusive; nt = no result given; & = joins results of further samples; [ ] = remark or other dose. Unless noted, the call rests on the fitted dose curve; in most records, active means well fitted curve in the direction sought with a large enough effect; inconclusive means small, poorly fitted or top-dose-only effect, or another doubt; inactive means no such curve, though single readings can be large; an effect the other way counts as inactive or inconclusive. Potency means the concentration at half of the fitted maximal effect. The list is partial, so the mix of outcomes need not match the whole.

Fields: GoLoco inh red	ALDH1A1 inh	SMN2 splice up	JMJD2E inh	TRb SRC2 PPI	RECQ1 helicase	TexasRed fluor	Lamin A splicing
1) CCOC(=O)C1(CC2CC2)CCN(Cc2cnc(-c3ccc(OC)cc3)nc2)CC1
 : -3%	-11%	nt	-9%	2%	i	-5%	nt
2) O=C(Cn1cnc2c(nnn2-c2cccc(Cl)c2)c1=O)NCc1ccccc1
 : 11%	8%	nt	6%	5%	i	4%	nt
3) CN(C)CC(C)(C)CNC(=S)Nc1ccc(S(=O)(=O)N2CCOCC2)cc1
 : -6%	14%	-2%	13%	8%	i	-1%	9%
4) Cc1cccc(NC(=O)c2c([N+](=O)[O-])c(C(C)(C)C)nn2C)c1
 : -5%	-7%	9%	3%	2%	-2%	-2%	2%
5) O=C(CCNC(=O)Cn1cnc2ccccc2c1=O)NCC1COc2ccccc2O1 (stereo not given)
 : 8%	1%	?	5%	7%	1%	3%	1%
6) COc1ccc(C(=O)O)cc1S(=O)(=O)Nc1cccc(C)c1
 : 5%	5%	9%	5%	-3%	-16%	0%	-21%
7) Cc1ccc(C(=O)CSc2nnc(-c3ccco3)o2)o1
 : -3%	?	23%	18%	11%	8%	1%	11%
8) CNCc1cc(Cl)cc(OC)c1OC(C)C
 : 7%	8%	-23%	-8%	-1%	i	-2%	nt
9) O=C(CSc1ccccc1C(=O)NCCCN1CCCC1=O)NCc1ccco1
 : -10%	?	-7%	?	0%	0%	2%	17%
10) COc1ccc(C(=O)NNC(=O)C(=O)NCc2ccccc2)cc1
 : 12%	-2%	-13%	-5%	4%	0%	0%	6%[46 µM]
11) O=C(NC(=S)Nc1cccc(Cl)c1N1CCCCC1)c1ccc2c(c1)OCCO2
 : -3%	?	-31%[inhibitor]	-3%	-4%	-6%	-3%	?
12) COc1cc(OC)nc(NC(=O)CN2CCN(c3ccc(F)cc3)CC2)n1
 : 6%	2%	?	-4%	-8%	-2%	0%	3%
13) NCCC[C@@H](CC(=O)N[C@@H]1CCNC[C@H]1C(=O)N[C@H](CC(=O)N[C@@H](CCC(=O)O)CC(=O)O)Cc1c[nH]c2ccccc12)NC(=O)C[C@H](Cc1c[nH]c2ccccc12)NC(=O)[C@@H]1CNCC[C@H]1N
 : 4%	-14%	4%	?	-4%	10%	-2%	nt
14) Cc1ccc(NC(=O)NCCCN2CCOCC2)cc1
 : 3%	14%	?	7%	1%	i	0%	7%
15) NC(=O)c1ccc[n+]([C@@H]2O[C@H](COP(=O)([O-])OP(=O)(O)OC[C@H]3O[C@@H](n4cnc5c(N)ncnc54)[C@@H](O)[C@@H]3O)[C@@H](O)[C@@H]2O)c1
 : 5%[21.6 µM]	5%[20.9 µM]	-3%[20.6 µM]	6%[25.5 µM]	-1%[53 µM]	0%[25.9 µM]	-2%[53 µM]	?
16) COc1cccc(COCCN2CCN(S(=O)(=O)c3ccc(C)cc3)CCC2=O)c1
 : 5%	-14%	-13%	5%	6%	i	-3%	?
17) Cc1ccc(N2CCN(c3ccc(C)cc3)C2c2ccncc2)cc1
 : 2%	-2%	5%	4%	7%	-17%	1%	?
18) COc1ccc(/C([O-])=C(/C(=S)Nc2ccc(C)c(C)c2)n2c[n+](C)c3ccccc32)cc1OC
 : 4%	?	-2%	9%	-3%	i	-4%	-17%[46 µM]
19) CCOC(=O)c1c(NC(=O)CSc2n[nH]c(-c3ccco3)n2)sc(C)c1C
 : 12%	-13%	-14%	1%	5%	-16%	2%	?
20) COc1cc(C)c(/C=C(\C#N)C(=O)Nc2cccc(C)c2)cc1C(C)C
 : 63%[activator]	204%[activator]	-11%	3%	1%	9%	-3%	-6%
21) Cc1cc(=O)c(C(=O)O)cn1-c1ccc(C(C)C)cc1
 : 0%	-7%	-4%	-5%	3%	?	-2%	?
22) Cc1cc(O)c(-c2cc(C(=O)NCc3ccc4c(c3)OCO4)[nH]n2)cc1C
 : -6%	5%	-1%	-13%	-2%	i	-12%	12%
23) CC1Cn2c(nnc2-c2cc3ccccc3cc2O)S1 (stereo not given)
 : -23%	?	-32%[inhibitor]	-3%	7%	3%	-2%	-5%
24) CC(=O)Nc1ccc(SCC(=O)N(CCC#N)c2ccc(C)cc2)cc1
 : -12%	?	-36%[inhibitor]	-2%	9%	i	-1%	5%
25) CCc1nc2ccccc2n1CC(=O)N1CCN(S(=O)(=O)c2cccc(C(F)(F)F)c2)CC1
 : 0%	13%	-8%	9%	2%	i	2%	-10%
26) CC(=O)C1=C(C)N(Cc2ccccc2)C(=O)N[C@H]1c1cccc(C(F)(F)F)c1
 : 0%&6%	3%&2%	-1%&-26%	-3%&1%	4%&-6%	-9%&-18%	-1%&-7%	?
27) Oc1ccc(N2CCN(c3ncnc4sc5c(c34)CCC5)CC2)cc1
 : -3%	?	-14%	-15%	-6%	-10%	-5%	?
28) O=C(COc1ccc(Br)cc1Cl)NC(=O)Nc1ccc2c(c1)OCCO2
 : 2%	13%	?	-1%	1%	-4%	-2%	-2%[46 µM]
29) Cc1cc(Nc2cccc(Cl)c2)nc(NCc2ccccc2)n1
 : 10%	4%	-55%[inhibitor]	?	-3%	-23%	0%	?
30) CSC1=NC2(CCCCC2)C2=C(CCCC2)N1
 : 0%	9%	-8%	2%	3%	i	-1%	-9%
31) CCN(CC)C(=S)SCC(=O)Nc1ncc2c(n1)CCCC2=O
 : -3%	nt	nt	3%	-7%	-2%	0%	nt
32) O=C(CCc1ccccc1)N1CCN(c2ccc(Cl)cc2)CC1
 : -5%	4%	-25%	-1%	-7%	-5%	-1%	-2%
33) O=C(COC(=O)c1ccccc1NS(=O)(=O)c1cccs1)NC1CCCCC1
 : -11%	-5%	-1%	2%	-18%[53 µM]	-6%	112µM*[quencher]	9%
34) O=C(CCNS(=O)(=O)c1ccc(Br)cc1)NCc1ccc2c(c1)OCO2
 : nt	0%	nt	?	2%	0%	-2%	-4%
35) CCCCCC(=O)NC(NC(=S)N1CCOCC1)C(Cl)(Cl)Cl (stereo not given)
 : -13%	3%	-31%[inhibitor]	-4%	-6%	1%	-1%	-14%
36) O=C1N=C(N2CCOCC2)S/C1=C1\C(=O)N(Cc2ccccc2)c2ccc(Br)cc21
 : 4%	?	-5%	8%	-7%	i	3%	0%
37) Cc1ccc(C)c(-n2c(SCC(=O)Nc3nnc(C)s3)nnc2-c2ccoc2C)c1
 : 0%	?	-6%	-7%	2%	-9%	-3%	13%
38) CCOC(=O)CSc1nc2c(sc(=S)n2-c2ccccc2)c(=O)[nH]1
 : 2%	9%	-13%	-6%	-1%	13%	-2%	5%
39) COC(=O)CSC1=C(C#N)C(c2cccc(OC)c2)CC(=O)N1 (stereo not given)
 : -5%	7%	-24%	-9%	1%	-3%	-2%	-15%
40) CCOC(=O)C1=C(C)NC(=O)NC1c1cccs1 (stereo not given)
 : -18%	0%	nt	13%	7%	-20%	-1%	0%[46 µM]
41) O=[N+]([O-])c1ccc(Nc2ccccc2)nc1
 : 5%	5%	3%	-1%	-6%	-2%	-1%	?
42) Cc1ccccc1/C=C1\SC(=S)N(/N=C/c2cc([N+](=O)[O-])ccc2O)C1=O
 : 11%	0.4µM*	26%	-29%	-5%	-4%	-4%	nt
43) COc1ccc(/C=C/C(=O)Oc2ccc(/C=N/NC(=O)COc3c(C)cccc3C)cc2)cc1
 : 7%	2%	?	5%	-4%	-16%	-2%	-10%
44) Nc1c(C(=O)Nc2nc3ccccc3s2)sc2nc(-c3cccs3)ccc12
 : 56%[activator]	?	?	?	?	i	32µM*[quencher]	?
45) Cc1cc(C)c2[nH]c(=O)c(C(c3nnnn3Cc3ccc4c(c3)OCO4)N3CCCCC3)cc2c1 (stereo not given)
 : 0%	?	26%	-17%	-2%	3%	-4%	1%
46) O=C(Nc1ccccc1)N(CCCN1CCOCC1)Cc1ccccc1F
 : 4%	3%	-6%	-2%	3%	i	-3%	-1%

Reformatted bar-delimited: entries from further up.
No. | Structure | GoLoco inh red | ALDH1A1 inh | SMN2 splice up | JMJD2E inh | TRb SRC2 PPI | RECQ1 helicase | TexasRed fluor | Lamin A splicing
42 | Cc1ccccc1/C=C1\SC(=S)N(/N=C/c2cc([N+](=O)[O-])ccc2O)C1=O | 11% | 0.4µM* | 26% | -29% | -5% | -4% | -4% | nt
43 | COc1ccc(/C=C/C(=O)Oc2ccc(/C=N/NC(=O)COc3c(C)cccc3C)cc2)cc1 | 7% | 2% | ? | 5% | -4% | -16% | -2% | -10%
44 | Nc1c(C(=O)Nc2nc3ccccc3s2)sc2nc(-c3cccs3)ccc12 | 56%[activator] | ? | ? | ? | ? | i | 32µM*[quencher] | ?
45 | Cc1cc(C)c2[nH]c(=O)c(C(c3nnnn3Cc3ccc4c(c3)OCO4)N3CCCCC3)cc2c1 (stereo not given) | 0% | ? | 26% | -17% | -2% | 3% | -4% | 1%
46 | O=C(Nc1ccccc1)N(CCCN1CCOCC1)Cc1ccccc1F | 4% | 3% | -6% | -2% | 3% | i | -3% | -1%
